esBAF inh = SWI/SNF esBAF complex inhibition | mouse ES cells, Bmi1-luciferase knock-in reporter, 24 h; 100% = twice the neutral-well signal | reporter increase, % at 12.5 µM | actives 2% (n = 350,000) | AID 602393; in the data active = activation above about 40%; inconclusive = no clear call, values can overlap the other calls;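 note: 0% = median of the plate's neutral control wells and 100% = double that signal; a rise in the Bmi1 reporter signal indicates esBAF inhibition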
Cneo AK release = causes C. neoformans cell lysis | lysis activity, % at 15 µM | adenylate kinase release luminescence, 4 h; normalised: neutral wells 0, clomiphene wells 100 | actives 0.2% (n = 360,000);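 active = mean lysis activity across replicates of at least 80%, whatever share of replicates individually reach that level; inactive = mean lysis activity below 80%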
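read-out = cell lysis signal | test system = log-phase Cryptococcus neoformans yeast cells | input = cells at 5 × 10^6 per mL | medium = fresh YPD growth medium | signal = luminescent adenylate kinase detection reagent | timing = 4 h at 37 °C static, read 1 h later | dosing = single dose | controls = Clomiphene as positive lysis control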
miR-122 sensor = inhibitors of miR-122 in Huh7 cells; Huh7 miR-122 Renilla luciferase sensor, 48 h; neutral wells = 0, positive control = 100; activation (reporter increase), % at 12.5 µM; actives 0.3% (n = 340,000); AID 602342;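 active = mean replicate activation score at least 90 and every replicate individually at or above 90; inconclusive = only one of the two criteria met; inactive = neither criterion met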;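 note: higher luciferase means less miR-122 activity so hits act as miR-122 inhibitors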
SIRT5 inh = sirtuin-5 (human) deacylase inhibition; Q9NXA8; AID 652115; actives 1.1% (n = 330,000); Purified SirT5, succinyl-peptide AMC, trypsin-coupled fluorescence; inhibition, % at 15 µM; in the data active = inhibition above about 15%; inconclusive = no clear call, values can overlap the other calls
Target sequence (Q9NXA8 whole entry, looked up): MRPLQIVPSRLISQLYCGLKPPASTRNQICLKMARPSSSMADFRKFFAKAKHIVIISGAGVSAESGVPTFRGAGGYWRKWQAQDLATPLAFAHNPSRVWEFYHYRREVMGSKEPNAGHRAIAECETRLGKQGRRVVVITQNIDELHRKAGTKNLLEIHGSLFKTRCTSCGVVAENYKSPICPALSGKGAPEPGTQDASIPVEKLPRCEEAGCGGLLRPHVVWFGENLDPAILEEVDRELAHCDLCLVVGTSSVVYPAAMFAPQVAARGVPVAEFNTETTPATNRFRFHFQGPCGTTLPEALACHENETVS
ERp5 block = inhibitors of human ERp5; ERp5 insulin aggregation, absorbance 650 nm, 90 min; inhibition, % at 9.99 µM; Q15084; actives 0.05% (n = 350,000); AID 651711;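 active = mean replicate inhibition above about 25%, with every replicate also reaching it, limit read from the data, passing the limit was not always enough; inconclusive = only one of those two criteria met; inactive = neither criterion met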
Target sequence (Q15084 whole entry, looked up): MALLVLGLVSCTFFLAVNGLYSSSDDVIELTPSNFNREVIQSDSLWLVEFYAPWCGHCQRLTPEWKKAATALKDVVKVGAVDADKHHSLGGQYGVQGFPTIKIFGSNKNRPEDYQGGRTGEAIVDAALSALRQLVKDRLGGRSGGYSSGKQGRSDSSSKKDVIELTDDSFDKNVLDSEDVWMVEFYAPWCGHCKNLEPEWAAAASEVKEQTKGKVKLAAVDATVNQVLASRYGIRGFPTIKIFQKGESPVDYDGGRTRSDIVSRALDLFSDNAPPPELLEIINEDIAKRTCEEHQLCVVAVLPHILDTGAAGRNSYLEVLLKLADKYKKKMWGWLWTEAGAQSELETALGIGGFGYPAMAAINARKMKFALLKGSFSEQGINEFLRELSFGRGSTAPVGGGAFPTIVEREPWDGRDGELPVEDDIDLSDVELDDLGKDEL
ARNT-TACC3 inh = ARNT/TACC3 interaction disruption; AlphaScreen His-ARNT PAS-B/GST-TACC3 binding, luminescence; TACC3 fragment carries E629A point mutation; inhibition, % at 9.99 µM; actives 0.66% (n = 390,000);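 active = mean inhibition of replicates at least 50% and at least half of replicates each reaching 50%; inconclusive = half or more replicates reach 50% but mean below 50%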;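 note: 0% = complete ARNT plus TACC3 wells and 100% = ARNT alone without TACC3; many hits fall short of the cut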
C2C12 statin = suppressors of simvastatin-induced myotoxicity in C2C12 myotubes. rescue of ATP level, % at 7.49 µM. ATP luminescence, 48 h; scaled: DMSO 0, geranylgeraniol control 100. actives 0.78% (n = 330,000);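 active = mean ATP rescue above about 67%, or every replicate alone reaching that limit, limit read from the data, passing the limit was not always enough; inconclusive = no clear call, values can overlap the other calls; inactive = mean under the limit and some replicate under it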;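 note: myotubes were challenged with 10 µM simvastatin during compound exposure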
* = called active by the depositor; ? = inconclusive; . = not tested or not shown; [ ] = remark or other dose.

nr	SMILES	esBAF inh	Cneo AK release	miR-122 sensor	SIRT5 inh
1	Cc1noc(C)c1NC(=O)Nc1ccc2c(c1)C(=O)N([C@H](C)CO)C[C@H](C)[C@H](CN(C)C(=O)Nc1ccc(C(F)(F)F)cc1)O2	-1	7	2[16.7 µM]	3
2	COc1cccc(-c2ccc3c(c2)O[C@H](CN(C)C(=O)C2CCCCC2)[C@H](C)CN([C@H](C)CO)S3(=O)=O)c1	-2	6	14[16.7 µM]	9
3	O=C(NC1CCCCC1)C1CC=CCC1C(=O)OCC(Cl)=C(Cl)Cl (stereo unspecified)	-5	-2	-4	.
4	CCOc1nc(NCCN2CCOCC2)nc(Nc2ccc(C)cc2)n1	.	0	-7	.
5	CC(C)n1cnnc1SCC(=O)NNC(=O)COc1ccc(Cl)cc1	3	-1	1	11
6	CN/C(=C/[N+](=O)[O-])NCCSCc1csc(CN(C)C)n1	-1	0	-1	-3
7	CCn1cc(CN(C)S(=O)(=O)c2cccc([N+](=O)[O-])c2)cn1	.	.	.	0
8	CCC1(c2ccc(F)cc2)NC(=O)N(CC(=O)N2CCN(S(=O)(=O)c3ccc(Cl)cc3)CC2)C1=O (stereo unspecified)	0	-7	.	12
9	CCN1C(=O)[C@H]2[C@H]3CN=C(SCc4ccc(Cl)cc4)N3[C@@](CC)(C(=O)OC)[C@H]2C1=O	-10	2	-1	2
10	COc1cc(C(=O)Oc2ccc(C(=S)N3CCOCC3)cc2)cc(OC)c1OC	0	2	.	0
11	COC(=O)c1sc(-c2cccs2)cc1N	.	-4	4	-3
12	CNC(=S)NNS(=O)(=O)c1ccc(OC)cc1OC	-13	1	3	-5
13	C[C@H](CO)N1C[C@H](C)[C@H](CN(C)C(=O)Nc2ccc(C(F)(F)F)cc2)Oc2ccc(NS(=O)(=O)c3cn(C)cn3)cc2C1=O	0	-1	4[16.7 µM]	-1
14	Cc1ccc(S(=O)(=O)N2CCN(C)CC2)c(C)c1	1	1	6	.
15	CCc1ccc2[nH]c(C(=O)Nc3ccc(C)c(F)c3)cc2c1	18	2	7	-1

nr	ERp5 block	ARNT-TACC3 inh	C2C12 statin
1	2	2	24
2	3	5	-83
3	.	-2	0
4	.	5	.
5	16	-6	-7
6	-2	0	9
7	0	-1	.
8	-3	3	-6
9	6	-2	-18
10	4	-11	18
11	-5	2	.
12	0	.	-2
13	-2	0	.
14	.	-8	2
15	-1	6	-40

Complete entries as entered above.
Listed for C[C@H](CO)N1C[C@H](C)[C@H](CN(C)C(=O)Nc2ccc(C(F)(F)F)cc2)Oc2ccc(NS(=O)(=O)c3cn(C)cn3)cc2C1=O → esBAF inh = 0; Cneo AK release = -1; miR-122 sensor = 4[16.7 µM]; SIRT5 inh = -1; ERp5 block = -2; ARNT-TACC3 inh = 0; C2C12 statin = .
Listed for COc1cccc(-c2ccc3c(c2)O[C@H](CN(C)C(=O)C2CCCCC2)[C@H](C)CN([C@H](C)CO)S3(=O)=O)c1 → esBAF inh = -2; Cneo AK release = 6; miR-122 sensor = 14[16.7 µM]; SIRT5 inh = 9; ERp5 block = 3; ARNT-TACC3 inh = 5; C2C12 statin = -83

Next structures
nr	SMILES	esBAF inh	Cneo AK release	miR-122 sensor	SIRT5 inh
16	O=C(CN1C(=O)CSc2ncccc21)NCCN1CCOCC1	-7	0	.	.
17	Cc1nn(C)c(C)c1NC(=O)CSc1nc(-c2ccccc2Cl)nc2c1cnn2-c1ccccc1	-13	-1	-8	.
18	CCOc1ccc2[nH]cc(C(=O)NCc3ccc(F)cc3)c(=O)c2c1	9	1	13	-2
19	Cc1ccc(/C=C/C(=O)OCC(=O)NC(C)C)o1	.	.	0	3
20	CC(=O)Nc1nc(-c2ccc([N+](=O)[O-])cc2)cs1	.	.	.	-8
21	Cc1cnc(NC(=O)C2CCC(C(C)(C)C)CC2)s1 (stereo unspecified)	34	-2	-6	-2
22	CCN(CC(O)COc1ccc(OCC(O)CN(CC)C2CCCCC2)cc1)C1CCCCC1 (stereo unspecified)	.	4	-8	.
23	O=C(NCC1CCCCC1)c1ccc(F)cc1Cl	18	-1	6	-5
24	COc1ccccc1CN1CCNC(=O)C1CC(=O)NCCC1=CCCCC1 (stereo unspecified)	1	0	-6	0
25	O=C(NC1CC2CCC(C1)N2Cc1nnnn1Cc1ccco1)NC12CC3CC(CC(C3)C1)C2 (stereo unspecified)	8	0	-8	.
26	O=C(CC[C@H]1O[C@@H](n2ccc(=O)[nH]c2=O)[C@H](O)[C@@H]1O)N[C@H](Cc1ccccc1)C(=O)NCc1ccc2c(c1)OCO2	5	1	-2	-1
27	O=C(NCc1ccco1)c1ccc2c(c1)C(=O)N(Cc1ccccc1)C2=O	1	1	-3	.
28	Cc1nn(Cc2cccc(C(=O)NCC(C)C)c2)c(C)c1Br	.	-2	3	.
29	COc1ccc(CCNC(=O)c2cc3c(=O)n4ccccc4nc3n(C3CCCCC3)c2=N)cc1OC	-3	1	6	-3
30	CN(C)C(=O)C[C@H]1CC[C@@H]2[C@@H](COc3ccc(NC(=O)c4cnccn4)cc3C(=O)N2C)O1	-6	1	1[16.7 µM]	6

nr	ERp5 block	ARNT-TACC3 inh	C2C12 statin
16	-11	19	-3
17	.	-8	21
18	0	4	6
19	0	-3	.
20	1	-4	.
21	-4	.	-24
22	.	4	.
23	0	-2	9
24	21	4	-4
25	.	-4	9
26	-5	.	7
27	.	3	.
28	.	1	.
29	5	2	31
30	0	-5	-9

From no. 25 as far as 30, as listed above:
nr	SMILES	esBAF inh	Cneo AK release	miR-122 sensor	SIRT5 inh
25	O=C(NC1CC2CCC(C1)N2Cc1nnnn1Cc1ccco1)NC12CC3CC(CC(C3)C1)C2 (stereo unspecified)	8	0	-8	.
26	O=C(CC[C@H]1O[C@@H](n2ccc(=O)[nH]c2=O)[C@H](O)[C@@H]1O)N[C@H](Cc1ccccc1)C(=O)NCc1ccc2c(c1)OCO2	5	1	-2	-1
27	O=C(NCc1ccco1)c1ccc2c(c1)C(=O)N(Cc1ccccc1)C2=O	1	1	-3	.
28	Cc1nn(Cc2cccc(C(=O)NCC(C)C)c2)c(C)c1Br	.	-2	3	.
29	COc1ccc(CCNC(=O)c2cc3c(=O)n4ccccc4nc3n(C3CCCCC3)c2=N)cc1OC	-3	1	6	-3
30	CN(C)C(=O)C[C@H]1CC[C@@H]2[C@@H](COc3ccc(NC(=O)c4cnccn4)cc3C(=O)N2C)O1	-6	1	1[16.7 µM]	6

nr	ERp5 block	ARNT-TACC3 inh	C2C12 statin
25	.	-4	9
26	-5	.	7
27	.	3	.
28	.	1	.
29	5	2	31
30	0	-5	-9

Gathered by group: the entries above containing an aryl thioether with sulfur outside any ring
nr	SMILES	esBAF inh	Cneo AK release	miR-122 sensor	SIRT5 inh
5	CC(C)n1cnnc1SCC(=O)NNC(=O)COc1ccc(Cl)cc1	3	-1	1	11
17	Cc1nn(C)c(C)c1NC(=O)CSc1nc(-c2ccccc2Cl)nc2c1cnn2-c1ccccc1	-13	-1	-8	.

nr	ERp5 block	ARNT-TACC3 inh	C2C12 statin
5	16	-6	-7
17	.	-8	21

The results go on.
nr	SMILES	esBAF inh	Cneo AK release	miR-122 sensor	SIRT5 inh
31	C=CCN(CC=C)C(=O)c1cc2ccccc2c(=O)o1	.	0	-3	.
32	CCC(=NCCc1ccc(OC)c(OC)c1)C1=C(O)CC(C)(C)CC1=O	.	.	.	-2
33	COc1ccccc1NC(=O)Nc1nc(CC(=O)N2CCN(c3ccccc3F)CC2)cs1	4	-5	-15	-1
34	CCN(c1ccccc1)S(=O)(=O)c1nnc(NC(=O)c2ccccc2OC)s1	15	2	1	2
35	O=C(Nc1ccc(F)cc1)c1ccc(=O)[nH]n1	-4	1	-6	-1
36	COc1ccc(S(=O)(=O)N(C)C[C@H]2OCCCC[C@@H](C)Oc3ccc(NC(=O)Nc4cccc5ccccc45)cc3C(=O)N([C@@H](C)CO)C[C@H]2C)cc1	2	1	7[16.7 µM]	-14
37	CCCn1nnnc1NC(=O)COc1ccc(Br)cc1	2	-1	5	7
38	O=C(CSc1ccc([N+](=O)[O-])cn1)Nc1ccc(N2CCOCC2)cc1	.	.	.	4
39	O=C(C[C@H]1CC[C@H]2[C@@H](COC[C@@H](O)CN2S(=O)(=O)c2ccc(Cl)cc2)O1)N[C@H]1CCN(Cc2ccccc2)C1	2	3	-7[16.7 µM]	-2
40	Cc1cc(NC(=O)CSc2ncccn2)no1	-9	0	.	-1
41	C[C@H]1CCCCO[C@H](CN(C)S(=O)(=O)c2ccccc2)[C@@H](C)CN([C@@H](C)CO)C(=O)c2cc(N(C)C)ccc2O1	3	-2	-3[16.7 µM]	0
42	COc1ccc(NC(=O)N(C)C[C@@H]2OCCCC[C@H](C)Oc3ccc(NC(=O)CCCN(C)C)cc3C(=O)N([C@H](C)CO)C[C@@H]2C)cc1	4	0	4[16.7 µM]	-3
43	C[C@@H]1CN([C@@H](C)CO)C(=O)Cc2cc(NC(=O)Nc3cccc4ccccc34)ccc2O[C@@H]1CN(C)CC1CC1	2	-1	0[16.7 µM]	11
44	C=C(NS(=O)(=O)c1ccc(C)cc1)C(=O)OC	0	-1	3	-6
45	CC(=O)c1ccc(OCC(O)CN2C(C)CCCC2C)cc1 (stereo unspecified)	-4	1	1	-3

nr	ERp5 block	ARNT-TACC3 inh	C2C12 statin
31	.	-5	.
32	5	1	.
33	1	11	6
34	8	-5	4
35	-1	-4	0
36	-1	.	.
37	4	31	3
38	-1	-4	.
39	9	3	-6
40	0	-3	14
41	-8	0	-23
42	-1	-5	.
43	4	12	4
44	8	-3	3
45	0	-1	12

(cont.)
nr	SMILES	esBAF inh	Cneo AK release	miR-122 sensor	SIRT5 inh
46	O=C(Cc1ccc(Cl)c(Cl)c1)Nc1cccc(S(=O)(=O)N2CCOCC2)c1	.	.	.	1
47	c1ccc2nc3ccccc3nc2c1	15	1	-1	-4
48	COc1ccc(C(=O)Nc2ccc3c(c2)nc(CN2CCCC2)n3C)cc1	?	-20	-2	-6
49	Cc1ccccc1-c1ccc2c(c1)O[C@H](CN(C)C)[C@@H](C)CN([C@H](C)CO)S2(=O)=O	-15	-13	45[16.7 µM]	5
50	NNC(=O)c1sc2cc(C(F)(F)F)cnc2c1-c1cccs1	.	-3	11	-1
51	O=C(Nc1ccc(C(F)(F)F)cc1)N[C@H]1CC[C@@H](CC(=O)N2CCCCC2)O[C@H]1CO	5	13	.	.
52	CC1(C)Cc2c(sc3c2c(=O)n(-c2ccc(Cl)cc2)c(=O)n3CC(N)=O)CO1	-5	3	12	-4
53	Cc1cccc(C)c1OCc1cc(C(=O)NCC2COCCO2)no1 (stereo unspecified)	-1	21	-2	-5
54	COC(=O)Oc1ccc(/C=C/C(=O)OC(C)C)cc1OC(=O)OC	10	-5	-4	.
55	CCNC(=S)Nc1ccc(Oc2ccccc2)cc1	.	23	6	-7
56	CCCn1nnnc1-c1cccc(Cl)c1	-16	-1	-3	.
57	CCOc1ccc(N2CC(C(=O)N/N=C/c3sccc3C)CC2=O)cc1 (stereo unspecified)	-15	.	.	-1
58	Cc1cc(N2CCCC2)nc2ccc(NC(=S)NCCCOC(C)C)cc12	-4	.	-4	.

nr	ERp5 block	ARNT-TACC3 inh	C2C12 statin
46	1	-1	.
47	-8	.	-13
48	3	0	1
49	-2	33	-18
50	-1	.	.
51	-1	.	4
52	-2	-14	7
53	-8	7	-5
54	.	-2	-9
55	10	.	.
56	.	-6	19
57	-8	2	-8
58	-71	6	-1
